TWEAK-Fn14 inh: blocks TWEAK-Fn14 interaction in a reporter cell assay | TWEAK-stimulated Fn14 reporter cells, luciferase luminescence, 8 h | inhibition, % at 10 µM | 360,000 tested, 2% active | AID 1159606; in the data active means inhibition above about 50%
Exocytosis inh: lytic granule exocytosis inhibition; inhibition, % at 10 µM; 360,000 tested, 0.66% active; TALL-104 LAMP-1 surface exposure, flow cytometry; cells stimulated with thapsigargin and PMA; AID 651702;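 active means inhibition above about 55%, limit read from the data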
SRC1 inh: inhibitors of human steroid receptor coactivator 1 (SRC1). Q15788. HEK293 GAL4-SRC1 luciferase reporter, luminescence. inhibition, % at 3.6 µM. 360,000 tested, 0.12% active;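 active means inhibition above the campaign mean plus 3 SD, with each screening campaign given its own cutoff, cut at about 60% in these data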;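 further: 0% = DMSO treated cells and 100% = gossypol at 36 µM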
ABHD5-PLIN5 inh: ABHD5-PLIN5 protein interaction inhibition; Q00G26+Q8WTS1; Split G. princeps luciferase complementation, luminescence, 4 h; inhibition, % at 4 µM; 360,000 tested, 0.78% active;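 active means inhibition above the mean inhibition across every tested compound plus 3 SD, cut at about 22% in these data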;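 further: 0% = DMSO only wells and the 100% control is not disclosed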
NCOA3 inh: human NCOA3 inhibition; Q9Y6Q9; HEK293 GAL4-SRC3 luciferase reporter, luminescence; inhibition, % at 3.6 µM; 360,000 tested, 0.17% active;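 active means inhibition above a per-campaign cutoff, the mean of all compounds plus 3 SD, cut at about 60% in these data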;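 further: 0% = DMSO-treated cells and 100% = gossypol-treated cells at 36 µM; higher means less SRC3-driven luciferase light from the GAL4 reporter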
Target sequence (Q9Y6Q9 whole entry, looked up, the tested form may be a part): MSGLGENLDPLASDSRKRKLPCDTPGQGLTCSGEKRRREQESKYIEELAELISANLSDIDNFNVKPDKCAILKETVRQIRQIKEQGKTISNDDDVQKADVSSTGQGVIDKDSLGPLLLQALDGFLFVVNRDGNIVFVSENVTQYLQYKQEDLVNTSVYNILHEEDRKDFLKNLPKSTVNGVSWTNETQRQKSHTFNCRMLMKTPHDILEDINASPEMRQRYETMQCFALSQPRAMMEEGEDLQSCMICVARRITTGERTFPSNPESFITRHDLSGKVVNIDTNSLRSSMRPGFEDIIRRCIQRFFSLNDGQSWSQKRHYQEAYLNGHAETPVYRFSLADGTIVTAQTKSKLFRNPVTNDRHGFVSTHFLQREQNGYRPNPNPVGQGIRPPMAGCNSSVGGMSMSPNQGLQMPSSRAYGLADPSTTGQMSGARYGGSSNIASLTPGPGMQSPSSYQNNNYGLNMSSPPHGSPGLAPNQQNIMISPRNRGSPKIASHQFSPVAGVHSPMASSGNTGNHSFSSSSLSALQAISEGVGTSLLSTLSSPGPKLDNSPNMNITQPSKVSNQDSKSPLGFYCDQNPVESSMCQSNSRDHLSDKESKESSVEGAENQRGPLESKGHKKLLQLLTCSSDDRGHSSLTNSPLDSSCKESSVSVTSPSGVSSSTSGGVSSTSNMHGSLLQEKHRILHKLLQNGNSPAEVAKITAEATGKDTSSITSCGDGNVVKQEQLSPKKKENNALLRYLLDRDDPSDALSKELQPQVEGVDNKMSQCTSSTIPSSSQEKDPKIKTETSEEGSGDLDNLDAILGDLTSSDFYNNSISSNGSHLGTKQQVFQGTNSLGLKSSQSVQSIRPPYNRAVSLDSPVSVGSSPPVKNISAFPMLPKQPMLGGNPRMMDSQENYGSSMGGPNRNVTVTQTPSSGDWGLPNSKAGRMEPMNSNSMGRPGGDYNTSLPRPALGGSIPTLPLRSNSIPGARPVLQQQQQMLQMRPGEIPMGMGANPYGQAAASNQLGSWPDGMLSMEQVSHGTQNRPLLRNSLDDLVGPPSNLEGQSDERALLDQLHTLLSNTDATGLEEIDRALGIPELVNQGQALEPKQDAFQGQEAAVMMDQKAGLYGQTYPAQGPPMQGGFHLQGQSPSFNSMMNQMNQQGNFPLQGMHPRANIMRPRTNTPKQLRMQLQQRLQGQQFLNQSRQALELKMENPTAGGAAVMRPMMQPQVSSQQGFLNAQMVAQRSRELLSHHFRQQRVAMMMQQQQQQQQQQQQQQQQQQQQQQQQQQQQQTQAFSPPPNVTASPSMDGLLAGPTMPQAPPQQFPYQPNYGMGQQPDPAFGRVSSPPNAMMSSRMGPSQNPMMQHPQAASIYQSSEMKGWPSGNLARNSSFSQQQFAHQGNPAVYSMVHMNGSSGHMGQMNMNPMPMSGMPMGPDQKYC
NR2F2 inh: blocks human COUP-TFII nuclear receptor | P24468 | HEK293T NGFI-A luciferase reporter, luminescence | inhibition, % at 8.6 µM | 370,000 tested, 0.7% active;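 active means inhibition above a per-plate cutoff, mean inhibition of test wells between control levels plus 3 SD, cut at about 38% in these data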;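 further: cells cotransfected with COUP-TFII expression vector driving the NGFI-A reporter; 0% = median of COUP-TF2 test wells and 100% = reporter-only cells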
NOD2 RIPK2 PPI: blocks binding of human NOD2 to RIPK2; O43353; CHO BLA complementation NOD2-RIPK2, CCF4 ratio; inhibition, % at 4.98 µM; 360,000 tested, 0.38% active; in the data active means inhibition above about 21%;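 further: 0% = vehicle only and 100% = reference blocker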
SRC2 inh: human SRC2 (NCOA2) inhibition. Q15596. HEK293 GAL4-SRC2 luciferase reporter, luminescence. inhibition, % at 9 µM. 370,000 tested, 0.17% active. AID 651957;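 active means inhibition above the mean inhibition of all tested compounds plus 3 SD, set per campaign, cut at about 52% in these data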;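 further: 0% = DMSO treated cells and 100% = cells given Gossypol at 36 µM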
NR5A2 inv ag: suppresses constitutive activity of human LRH-1 | inhibition, % at 3.6 µM | 360,000 tested, 0.13% active | HEK293T StAR-luciferase reporter, LRH-1 transfected, 24 h;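 active means inhibition above the mean inhibition of all tested compounds plus 3 SD, cut at about 73% in these data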;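 further: 0% = DMSO wells and 100% = reporter-only cells lacking LRH-1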
TROY signal inh: blocks TROY-dependent signaling in reporter cells; Q293 LMP1-TROYcd NF-kB luciferase reporter, 4 h; inhibition, % at 10 µM; 360,000 tested, 0.98% active;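 active means compounds whose plate-normalised and pattern-corrected inhibition of the luciferase reporter signal at the single screening dose is 50% or more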
TLR9-MyD88 inh: inhibitors of human TLR9-MyD88 binding; CHO BLA complementation TLR9-MyD88, CCF4 FRET ratio; inhibition, % at 4.98 µM; 340,000 tested, 0.21% active;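 active means inhibition above the mean over all tested compounds plus 3 SD, cut at about 21% in these data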;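 further: 0% = DMSO only wells and 100% = clavulanate BLA inhibitor control wells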
Active calls of the source: *; nt = not tested or not shown. An excerpt (hit frequency here may not be typical).

SMILES	TWEAK-Fn14 inh	Exocytosis inh	SRC1 inh	ABHD5-PLIN5 inh	NCOA3 inh	NR2F2 inh	NOD2 RIPK2 PPI	SRC2 inh	NR5A2 inv ag	TROY signal inh	TLR9-MyD88 inh
CCCCC(=O)N(CCOC)c1nnc(-c2ccccc2C)s1	-1	-1	-3	-1	-8	7	-3	16	-22	-2	-7
O=C(Nc1ccccn1)c1cccc(S(=O)(=O)N2CCCC2)c1	5	2	-8	-7	-18	8	6	-7	2	3	-3
COC(=O)c1ccc(CSc2nc3sc4c(c3c(=O)n2C)CCCC4)o1	-11	4	19	-2	-1	-20	3	-17	17	24	-7
CC1CCCCN1C(=O)c1cc(S(=O)(=O)N2CCOCC2)ccc1Cl (stereo unspecified)	10	-1	2	3	4	8	-8	-62	-32	-24	-1
CCCCn1nnnc1C1(C)CCC(=O)N1Cc1ccc(F)cc1 (stereo unspecified)	3	-8	nt	1	nt	7	-7	9	5	-16	nt
CCN(c1ccccc1)S(=O)(=O)c1ccc(Cl)c(NC(=O)Nc2ccc(Cl)cc2C#N)c1	25	11	-7	6	13	2	4	-9	-3	-26	-4
CN(C)CCN1CCN(C2CN(Cc3cn(Cc4ccccc4C(F)(F)F)nn3)S(=O)(=O)C2)CC1 (stereo unspecified)	-7	-3	4	-1	11	13	4	-9	-26	-4	nt
Cc1noc(C)c1C(=O)NC(C)c1ccc(Cl)cc1Cl (stereo unspecified)	-17	4	7	0	6	-14	-2	9	-13	9	3
O=C1C2C3CCC(O3)C2C(=O)N1c1cc(OCC(F)F)cc([N+](=O)[O-])c1 (stereo unspecified)	5	2	-8	-9	7	1	6	-24	10	13	-5
Cc1ccc2c(c1)N(CCC(=O)NC1CC1)C(=O)C(C)O2 (stereo unspecified)	-29	0	2	1	8	5	-7	7	-13	-13	0
O=C(CCCn1c(=S)[nH]c2cc3c(cc2c1=O)OCO3)N1CCN(c2ccc(F)cc2)CC1	7	-2	-9	6	1	-3	-3	-14	4	29	-6
O=C(CSc1ncn[nH]1)Nc1nc(-c2ccccc2)ns1	-4	1	-22	2	-7	-9	-4	-16	-28	-29	6
COc1ccc(C2C(C(=O)c3ccccc3)=C(C)Nc3nc4ccccc4n32)c(OC)c1 (stereo unspecified)	76*	0	-19	-6	-3	-18	-6	12	-7	53*	-2
CC1CC(=O)c2cnc(NCC3CCCO3)nc2C1 (stereo unspecified)	2	2	-16	-2	-25	-6	-3	-28	0	-6	-12
Cc1cnc(C(=O)NCC(=O)Nc2ccccc2Br)cn1	-14	-23	-12	1	-7	-3	3	13	5	15	-22
COc1ccccc1CN1CC(C(=O)N(CCO)Cc2cccs2)CCC1=O (stereo unspecified)	13	0	-17	3	0	-10	-4	2	-8	4	0
O=C(Nc1ccccc1)N(CCc1nc2ccccc2[nH]1)C1CCCC1	-1	4	10	-1	-7	-24	-10	-8	8	-7	-4
Cc1ccc(NC(=O)CN(C)C(=O)Cn2cc(C(F)(F)F)ccc2=O)cc1	17	0	-4	2	-1	2	2	17	1	-2	-14
O=C1CCC[C@@H]2CC(N3CCCCC3)C[C@@H]3CCN1[C@H]23 (stereo partly specified)	-6	0	0	1	5	-2	3	-31	4	-14	-3
COCCCNC(=O)C[C@H]1C[C@H](C(=O)N(C(C)C)C(C)C)[C@@]2(C)c3[nH]c4cc(-c5ccco5)ccc4c3CCN2C1=O	3	-1	1	12	4	17	-5	3	9	-1	-7
O=S(=O)(Nc1nc2ccccc2nc1-[n+]1ccccc1)c1ccc(Cl)cc1	3	0	6	6	-6	12	-4	-12	-4	0	11
CCOC(=O)CNC(=O)N1CCCC(Cc2ccccc2)(C(=O)OCC)C1 (stereo unspecified)	-1	2	-6	7	-23	3	5	17	4	-20	-5
O=C(c1ccccc1)c1ccncc1	-3	-1	-27	-2	-16	-3	-3	-31	-18	12	-4
CCCCNS(=O)(=O)c1ccc(NC(=O)C2CCCO2)cc1 (stereo unspecified)	-1	0	-3	7	4	3	3	12	2	27	-9
COc1cc2c(cc1NC(=O)c1cc(-c3ccncc3)nc3ccc(C)cc13)oc1ccccc12	16	0	-12	0	-13	21	5	-2	8	6	-3
N/C(Cc1ccc([N+](=O)[O-])cc1)=N\OC(=O)c1ccccc1F	-29	-1	-72	-4	-49	-30	6	-49	-40	-80	-2
CCC(C)NC(=O)C(=O)NCc1ccccn1 (stereo unspecified)	10	-2	-5	-1	11	-8	-6	4	-2	-8	-7
O=C(O)CSCC(=O)N1CCN(c2nc3cc(Cl)ccc3s2)CC1	62*	1	-7	4	5	-2	0	-15	3	5	11
CC(NC(=O)COC(=O)c1ccc2ccccc2n1)C1CC2CCC1C2 (stereo unspecified)	7	-3	2	3	15	-5	-3	26	16	2	3
Cc1ccc(NCc2n[nH]c(=S)n2-c2ccccc2)c(C)c1	-6	-8	-2	-5	10	-4	-11	-51	-9	9	-2
NNc1cc([N+](=O)[O-])cc2c1C(=O)N(Cc1ccccc1)S2=O (stereo unspecified)	3	-2	-19	-16	7	-2	3	-20	-4	-3	3
CCOC(=O)CNC(=S)N(Cc1ccccc1)Cc1ccccc1F	11	-3	-8	-4	5	-14	0	-13	15	2	-6
COc1ccc(C2NC(=O)NC(c3ccccc3)=C2c2nc3ccccc3s2)cc1 (stereo unspecified)	-6	-7	3	4	10	-10	-5	-31	-14	-11	5
Cn1cc(CN2C[C@]3(C)C[C@H]2CC(C)(C)C3)c(-c2ccc3c(c2)OCCO3)n1	9	-1	-7	-1	-5	4	1	-22	-10	-25	0
COc1ccccc1OCCNC(=O)c1cccc(S(=O)(=O)N2CCN(C)CC2)c1	2	0	11	-5	7	-3	-1	-35	13	-1	-2
O=C1Nc2ccc(Br)cc2/C1=C/C1CC=CCC1 (stereo unspecified)	41	-1	-15	25*	24	22	8	20	-6	7	-1
COc1cccc(NC(=S)N(CCCN2CCOCC2)Cc2cn(C)c3ccccc23)c1	-5	1	5	2	2	4	5	-10	0	-24	-1
O=C(CSc1nc2ccccc2c(=O)[nH]1)c1ccc(O)cc1O	13	6	0	4	16	-8	-19	-3	-13	4	-2
CCNC(=O)c1ccc(NS(=O)(=O)c2ccccc2)cc1	0	8	-27	-4	-7	2	-11	8	-4	-2	0
CC1=NN(c2nc(-c3ccc(C)cc3)cs2)C(=O)C1N=Nc1ccc(C(N)=O)cc1 (stereo unspecified)	29	-2	-5	1	-7	-7	-11	-56	-6	-13	-16

Structures above printed as active in ABHD5-PLIN5 inh.
Structure	TWEAK-Fn14 inh	Exocytosis inh	SRC1 inh	ABHD5-PLIN5 inh	NCOA3 inh	NR2F2 inh	NOD2 RIPK2 PPI	SRC2 inh	NR5A2 inv ag	TLR9-MyD88 inh
O=C1Nc2ccc(Br)cc2/C1=C/C1CC=CCC1 (stereo unspecified)	41	-1	-15	25*	24	22	8	20	-6	-1

Going on with the list.
SMILES	TWEAK-Fn14 inh	Exocytosis inh	SRC1 inh	ABHD5-PLIN5 inh	NCOA3 inh	NR2F2 inh	NOD2 RIPK2 PPI	SRC2 inh	NR5A2 inv ag	TROY signal inh	TLR9-MyD88 inh
C[C@H](CO)N1C[C@H](C)[C@@H](CN(C)S(=O)(=O)c2ccccc2)Oc2ccc(NS(=O)(=O)c3cn(C)cn3)cc2C1=O	-2	0	-16	0	3	-4	-4	-14	9	4	-18
Cc1ccc(-c2nn(CC(=O)Nc3cccnc3)c(=O)c3ccccc23)cc1	9	1	-26	3	2	-11	1	-2	-19	-2	-4
O=C(O)C1C2C=CC(C2)C1C(=O)NCCc1ccncc1 (stereo unspecified)	-13	-1	8	-5	2	-3	-5	-23	-5	9	2
Cc1ccc(C)c(/C(O)=C2\C(=O)C(=O)N(CCCn3ccnc3)C2c2cccnc2)c1 (stereo unspecified)	7	1	11	3	0	-5	-19	3	5	-6	5
CN(CC(=O)NCCN1CCOCC1)S(=O)(=O)c1ccc(Cl)cc1	0	6	6	2	9	9	10	14	10	10	9
CCOc1ccc(-c2ncncc2-c2ccc(OC)c(OC)c2)c(O)c1	-1	-12	-17	-5	8	10	-10	-9	-6	18	-1
COc1ccc(C(=O)NCC(=O)OCC(=O)N2CCN(S(=O)(=O)c3ccccc3)CC2)cc1	-15	-2	9	2	10	5	0	10	-7	6	1
CC(C)C[C@H](NC(=O)OC(C)(C)C)c1n[nH]c(=S)n1N	3	-5	-10	-4	0	-1	-2	8	24	15	-1
O=C(O)C(NC(=O)c1ccccc1)=C(Cl)Cl	-9	0	-8	4	7	-7	-13	-6	13	-1	-3
O=C(CCC(=O)Nc1ccccc1)N/N=C/c1cccnc1	-3	-4	-16	-6	7	-13	-6	2	-11	4	-9
CCN1C(=O)/C(=C2\C=Cc3ccccc3N2CC)OC1=S	-18	1	-4	0	8	0	-11	-10	2	-5	-2
O=C(N/N=C/c1ccco1)c1ccc2nc[nH]c2c1	1	0	6	-6	22	-10	-1	2	-6	-6	2
CCOc1ccc(CCNS(=O)(=O)c2cccc3nsnc23)cc1OCC	13	0	-1	-11	19	-10	1	-2	23	-7	-10
CC(=O)Nc1ccc(S(=O)(=O)N2CCN(c3nc(C)cc(C)n3)CC2)cc1	-6	-3	8	4	-11	4	-5	20	6	3	-1
Cc1ccc(NC(=O)NC(=O)COC(=O)c2ccc(O)cc2O)c(C)c1	-1	-6	6	-4	-2	-1	3	1	-8	-10	-4
Cc1ccc(NC(=O)CN2C(=O)NC(C)(CCc3ccccc3)C2=O)cc1 (stereo unspecified)	6	3	6	14	18	2	-1	-17	30	8	1
CC(C)(CNC(=O)CNC(=O)C1CCCCC1)N1CCOCC1	7	1	-1	-11	16	-2	-2	-5	21	7	3
O=C(NC12CC3CC(CC(C3)C1)C2)c1ccc(S(=O)(=O)N2CCOCC2)cc1	-9	1	-29	-7	9	-4	-4	-7	12	14	1
c1ccc(CC2CCN(c3nnnn3-c3ccccc3)CC2)cc1	0	0	-7	4	7	19	-10	3	21	7	-3
Oc1cccc(C(Nc2nccs2)c2ccc3cccnc3c2O)c1 (stereo unspecified)	12	1	24	4	24	8	-2	35	24	12	-9
CCOc1ccc(NC(=O)CN(C)C(=O)c2nc3nc(C)cc(C)n3n2)cc1OCC	1	2	-11	0	-1	-3	-10	12	20	-2	5
CCCSC1=C(C#N)C(c2ccc(OC)cc2)C2=C(CC(C)(C)CC2=O)N1 (stereo unspecified)	26	22	14	-1	-17	23	-6	-16	18	20	1
CCOc1cc(CN2CCSCC2)ccc1O	4	1	-2	0	4	-1	-8	-19	-7	-7	-11
CC(=O)c1cccc(NC(=O)C2CCN(S(=O)(=O)c3cccs3)CC2)c1	-6	-2	4	-1	5	-2	4	5	-16	3	-9
Cc1ccc(NC(=O)CN(C)C(=O)C(C)N2CCN(Cc3ccccc3C)CC2)cc1 (stereo unspecified)	-3	-1	-4	-6	-30	18	-8	5	12	24	-6
CN(C(=O)COC(=O)Cn1c(C(F)(F)F)nc2ccccc21)c1c(N)n(Cc2ccccc2)c(=O)[nH]c1=O	9	-3	-9	7	7	21	1	-9	16	2	-8
O=C(O)c1cc(NCc2ccccc2)ccc1N1CCOCC1	-6	0	-9	-1	16	5	-4	-63	-11	7	0
Cc1cccc(C)c1NC(=O)C(c1ccccc1)N1CCC2(CC1)OCCO2 (stereo unspecified)	-6	0	-8	-4	1	-4	0	-40	-24	-1	0
COc1ccc(C(=O)Nc2cc(OC)c(Cl)cc2Cl)cc1	-9	3	-44	-2	-2	-4	4	-39	0	3	-9
